ARNT-TACC3 inh: ARNT/TACC3 interaction disruption; actives 0.66% (n = 390,000); Q9Y6A5; inhibition, % at 9.99 µM; AlphaScreen His-ARNT PAS-B/GST-TACC3 binding, luminescence; TACC3 fragment carries E629A point mutation;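 active = mean inhibition of replicates at least 50% and at least half of replicates each reaching 50%; inconclusive = half or more replicates reach 50% but mean below 50%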;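 note: 0% = complete ARNT plus TACC3 wells and 100% = ARNT alone without TACC3; many hits fall short of the cut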
ERp5 inh: blocks human ERp5 reductase activity on insulin; ERp5 insulin aggregation, absorbance 650 nm, 90 min; inhibition, % at 9.99 µM; Q15084; AID 651711; actives 0.05% (n = 350,000);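 active = mean replicate inhibition above about 25%, with every replicate also reaching it, limit read from the data, passing the limit was not always enough; inconclusive = only one of those two criteria met; inactive = neither criterion met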
Target sequence (Q15084 whole entry, looked up): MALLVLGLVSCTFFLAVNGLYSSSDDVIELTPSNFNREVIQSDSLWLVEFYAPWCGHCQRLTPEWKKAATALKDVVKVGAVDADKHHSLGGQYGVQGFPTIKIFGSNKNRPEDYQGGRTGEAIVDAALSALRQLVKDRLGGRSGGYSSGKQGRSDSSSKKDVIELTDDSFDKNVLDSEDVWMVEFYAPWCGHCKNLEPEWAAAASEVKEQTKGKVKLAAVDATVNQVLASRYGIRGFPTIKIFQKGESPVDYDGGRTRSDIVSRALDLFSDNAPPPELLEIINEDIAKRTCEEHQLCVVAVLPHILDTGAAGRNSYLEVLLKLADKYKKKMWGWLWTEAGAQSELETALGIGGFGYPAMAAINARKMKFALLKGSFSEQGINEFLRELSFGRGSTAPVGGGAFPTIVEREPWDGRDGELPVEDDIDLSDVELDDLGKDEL
INS-1E GSIS act: GLuc luminescence reporter in INS-1E cells, primary screen for activators of glucose-dependent secretion of insulin; INS-1E GLuc reporter insulin secretion, 2-3 h; activation, % at 16.6 µM; actives 0.61% (n = 370,000);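 active = lowest replicate activation of at least 40%, so every replicate reaches that level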;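 note: 0% = median of neutral control wells and 100% = median of IBMX positive control wells; some compounds called inactive have numbers as strong as hits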
DENV2 CPE: inhibitors of DENV2 cytopathic effect; DENV2-infected cells, cytopathic effect rescue, plate reader; CPE inhibition, % at 9.99 µM; actives 1.7% (n = 350,000); in the data active = CPE inhibition above about 20%, passing the limit was not always enough; inconclusive = no clear call, values can overlap the other calls; tested in BHK-21 cells;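 note: 0% = median of neutral control wells and 100% = median of positive control wells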
CFTR F508del cor: correctors of CFTR F508del function in bronchial epithelial cells; AID 720511; activity (quench increase), % at 7.58 µM; actives 0.36% (n = 350,000); CFBE cells, YFP halide quenching; stimulated with forskolin plus potentiator P3; % fluorescence drop versus neutral controls;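 active = mean added fluorescence quench of at least 8% versus neutral control, with both replicates also reaching 8%; inconclusive = only one of the mean or replicate conditions met; inactive = mean below 8% and not both replicates reaching 8%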;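 note: cells transiently co-express mutant CFTR-F508del with the halide-sensitive YFP; corrector assay measuring rescue of mutant channel to the surface after 24 h compound exposure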
PAX8 inh HTS: lowers PAX8-driven luciferase in RMG-I cells; RMG-I TPO-luciferase reporter, SteadyGlo, 24 h; inhibition, % at 12.6 µM; actives 1.2% (n = 360,000);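 active = mean replicate inhibition at least 60% with every replicate also reaching 60%; inconclusive = only one of the two criteria is met; inactive = mean below 60% and not all replicates reaching 60%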;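 note: luciferase light reporting Pax8 driven TPO promoter activity; plate controls were median of neutral control wells for no effect and mitoxantrone controls for full effect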
XiGFP reactiv: X-chromosome reactivation activator; actives 0.055% (n = 360,000); XiGFP mouse fibroblasts, % GFP-positive cells imaging, 3 d; cells co-treated with 5-aza-dC sensitizer; scaled so ellipticine positive control = 100%; activation, % at 7.58 µM;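 active = mean normalized replicate activation at least 10% and every replicate at or above 10%; inconclusive = only one of the two criteria met; inactive = mean below 10% and not all replicates reach 10%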;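 note: 0% = median of on-plate neutral control wells and 100% = ellipticine 6 µM median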
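System: SV40-immortalized XiGFP fibroblast cells, line 68-5-11 / Incubation: 3-day compound exposure, then 15 min fixation at room temperature / Compound: single concentration per compound, delivered by pin transfer / Buffer or medium: DMEM plus 5-aza-dC sensitizer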
EWS-Fli block: EWS/Fli transcriptional activity inhibition. A673 NR0B1-luciferase reporter, viability-normalised. inhibition, % at 12.6 µM. actives 0.67% (n = 350,000). AID 651661;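 active = mean inhibition of at least 50% after viability correction, with every replicate also passing that limit; inconclusive = mean reaches 50% but only one of two replicates passes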;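 note: firefly luciferase signal divided by Alamar Blue viability fluorescence both relative to DMSO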
An asterisk follows results filed as active; ? = inconclusive; · = no result given.

SMILES	ARNT-TACC3 inh	ERp5 inh	INS-1E GSIS act	DENV2 CPE	CFTR F508del cor	PAX8 inh HTS	XiGFP reactiv	EWS-Fli block
CCCNC(=O)C[C@@H]1CC[C@H]2[C@@H](COc3ccc(NS(=O)(=O)c4ccccc4C)cc3C(=O)N2C)O1	-4.1	-5.3	12.0	3.2	0.7	3.1	0.1	3.1
COc1ccc(N2CCN(C(=O)CCc3nnc4ccc(N5CCCC5)nn34)CC2)cc1	2.5	-7.5	3.9	-6.2	1.5	8.5	-0.1	1.9
O=C(NCCc1ccc(Cl)cc1)c1cnc2n(c1=O)CCS2	-0.4	2.3	-1.2	-2.1	2.4	-85.2	0.1	-50.1
Cc1ccc2c(c1)CO[C@]21O[C@H](CCO)C[C@H](O)[C@H]1O	·	-1.1	4.3	44.3*	-3.2	-12.1	0.1	-27.2
CCN(CC)C(=O)c1ccc(NS(=O)(=O)c2ccc3[nH]c(=O)[nH]c3c2)cc1	-4.8	5.5	1.1	-8.0	-0.7	18.4	-0.1	·
N#C[C@@H]1[C@H](c2ccc(C#Cc3cccc(F)c3)cc2)[C@@H](CO)N1C(=O)C1CCCC1	11.1	4.1	8.6	3.8	5.8	48.1	-0.1	59.3*
CC(N)C(=O)NC(C(=O)N1CCCC1C(=O)NC(c1ccccc1)c1ccccc1)C(C)C (stereo not drawn)	0.0	-3.0	-0.3	-9.8	-0.1	-19.0	0.2	-0.1
COc1ccc(CN2CCNC(=O)C2CC(=O)NC2CCOCC2)cc1C (stereo not drawn)	·	-1.4	3.4	-2.7	-0.5	-13.0	0.0	6.2
CN1[C@@H]2Cn3c(ccc(/C=C/c4ccccc4)c3=O)[C@H]1[C@@H](C(=O)NC1CCC1)[C@@H]2CO	-19.8	-3.0	-13.2	-2.6	1.4	·	0.0	2.3
CCc1ccc(C(=O)CSc2nc3cc(S(=O)(=O)N4CCOCC4)ccc3n2CC)cc1	2.7	4.5	·	6.7	·	2.6	-0.1	7.6
O=S(=O)(Nc1ccccc1O)c1ccc(Cl)nc1	1.1	1.6	·	-8.2	-1.4	5.9	-0.1	-1.7
C[C@H](CO)N1C[C@H](C)[C@@H](CN(C)C)Oc2ccc(NC(=O)Cc3cn(C)c4ccccc34)cc2CC1=O	-4.6	-4.9	13.5	-1.9	-1.5	15.1	-0.1	2.9
COC(=O)c1c(NC(=O)Cc2ccccc2)sc2c1CC(C)(C)NC2(C)C	3.9	3.6	2.9	3.0	0.5	-1.2	-0.1	0.5
CCCCc1ccc(S(N)(=O)=O)cc1	·	3.1	4.8	0.8	·	0.7	0.0	-1.3
COc1ccccc1C(=O)N/C(=C\c1cn(S(=O)(=O)N(C)C)c2ccccc12)C(=O)N1CCCC1	-2.5	0.7	8.8	-0.5	0.4	18.6	0.0	·
COc1cccc(C#Cc2c(CO)[nH]c3ccccc23)c1	-1.6	-7.2	·	12.7	1.8	3.6	0.5	-1.1
COc1ccc(NC(=O)N(C)C[C@@H]2Oc3c(NS(=O)(=O)c4cccs4)cccc3C(=O)N([C@@H](C)CO)C[C@H]2C)cc1	-14.2	-0.7	14.7	-9.1	0.0	·	-1.0	0.5
COc1ccc2c3c([nH]c2c1)[C@H](CO)N(Cc1ccccc1F)CC31CN(C(=O)C2CCCC2)C1	·	-8.4	2.2	23.9*	?	-0.2	-0.1	16.5
CCC(CC)CN1CCC(CN2CCNC(=O)C2=O)CC1	21.8	-1.2	24.5	14.2	-2.6	-6.8	0.0	-10.9
CC1(C)CC(NC(=O)C(Cl)(Cl)Cl)CC(C)(C)N1	-12.7	-1.4	·	-1.5	·	2.6	1.6	-2.1
Cc1ccc(NC(=O)CSc2nnc(COc3ccccc3C)o2)cc1	-3.1	11.6	6.8	-1.4	0.3	7.4	0.4	2.0
C[C@H](NC(=O)C1CC(=O)N(c2ccc3c(c2)OCCO3)C1)C(=O)N1CCCCC1 (stereo partly drawn)	-1.9	7.5	-5.6	12.4	0.2	-19.1	0.0	1.0
O=C(N/C(=C\c1ccc([N+](=O)[O-])cc1)C(=O)N1CCCCC1)c1ccccc1Br	-4.0	·	-6.7	·	·	13.5	0.0	·
CC(C)(C)NC(=O)C1c2ccccc2OCC(=O)N1Cc1ccccn1 (stereo not drawn)	·	-13.9	13.4	6.5	5.1	-18.4	0.1	3.4
COc1ccc2c3c(n(C)c2c1)[C@H](CO)N(C(=O)Nc1ccccc1F)CC31CCN(C(=O)c2ccccc2)CC1	·	·	-5.8	-5.2	-0.7	·	0.2	39.4
CC(=O)c1ccc(OCC(=O)NC2CCCCCC2)cc1	·	11.7	4.1	-6.8	-1.1	-13.8	0.0	-5.5
O=C(c1cc(C(=O)c2ccco2)cc(C(=O)c2ccco2)c1)c1ccco1	-6.7	-2.7	-4.0	-1.1	·	-3.9	0.0	-2.9
Cc1c(NS(=O)(=O)c2ccc3nc(COc4ccccc4Cl)[nH]c3c2)c(=O)n(-c2ccccc2)n1C	2.5	1.5	-17.7	-6.5	1.7	23.7	0.2	-7.3
COc1ccc(C(=O)C2CCCN(S(=O)(=O)c3cccc(C)c3)C2)c(C)c1 (stereo not drawn)	-3.0	16.1	-20.2	-3.0	2.0	-3.7	0.0	·
CC(=O)N1Cc2ccccc2C(C)CC12CCCC2 (stereo not drawn)	-6.9	·	24.3	·	·	26.4	0.1	·
O=C(Nc1ccc(Cl)cc1)/C(=C1\CCCN1)[N+](=O)[O-]	-0.1	0.5	-8.3	3.8	-1.8	-82.1	0.0	-102.3
Cc1cc2c(nc1C)CCCN2S(=O)(=O)c1cccs1	·	2.8	·	0.2	-1.3	-3.5	0.1	-4.3
CC(CNC(=O)c1ccccc1[N+](=O)[O-])NC(=O)c1ccccc1[N+](=O)[O-] (stereo not drawn)	-3.4	0.7	3.9	5.0	-0.6	10.6	-0.1	6.5
COc1ccc(CN(C)C[C@H]2OCCCC[C@H](C)Oc3ccc(NS(=O)(=O)c4cccs4)cc3C(=O)N([C@@H](C)CO)C[C@@H]2C)cc1	10.9	-0.9	-12.1	?	1.2	-13.2	0.0	5.4
COc1ccccc1N1CCNC(C)C1=O (stereo not drawn)	-7.7	0.7	-2.0	-0.7	-2.3	21.2	0.1	-1.0
Cc1ccc(S(=O)(=O)Nc2cnn(-c3ccccc3)c(=O)c2Cl)cc1	0.5	-0.1	1.3	-4.7	-5.2	8.8	0.0	7.8
CC(C)(CCc1ccccn1)C(=O)C(CCc1ccccn1)CCc1ccccn1	-0.9	-11.3	14.7	11.4	2.9	-10.7	0.3	4.5
COc1ccc(S(=O)(=O)N(C)C[C@@H]2Oc3c(NC(=O)Nc4ccc(F)cc4)cccc3C(=O)N([C@H](C)CO)C[C@H]2C)cc1	·	·	-8.2	·	-0.5	·	-0.1	-24.9
Cc1cc(C)cc(NC(=O)COC(=O)CCCNC(=O)c2ccc(Cl)cc2)c1	-19.7	2.8	3.8	-2.2	·	-6.6	0.6	10.5
O=C(NC1=NCCS1)c1sc2cc(F)ccc2c1Cl	-10.1	·	0.7	·	·	-70.9	0.2	·
O=c1cc(N2CCCCCC2)[nH]c(=O)n1-c1ccc(Cl)cc1	-4.3	3.5	-9.9	-0.2	-1.5	-14.7	0.1	-8.2
CC(C)C(OC(=O)CN1C(=O)COc2ccccc21)C(=O)NC1CCCCC1 (stereo not drawn)	9.7	2.0	-2.6	-2.0	1.2	-3.8	0.1	7.2
CN1C(=O)c2cc(NS(=O)(=O)c3cccc(F)c3)ccc2OC[C@@H]2O[C@@H](CC(=O)N3CCc4ccccc4C3)CC[C@@H]21	8.0	·	-10.6	·	-0.9	8.3	0.2	4.7
COc1ccc(S(=O)(=O)Nc2c(C)cccc2C)cc1-n1cnnn1	0.3	1.5	-1.3	-3.7	-3.4	8.6	0.2	4.8
O=C(COc1ccc(-c2nnco2)cc1)Nc1c(Cl)cccc1C(F)(F)F	-6.4	2.6	4.8	-6.0	-2.8	-13.4	0.0	-1.8
Cn1c(SCc2nc(-c3ccc(Cl)cc3)no2)nnc1-c1ccco1	3.5	0.4	-9.0	16.5	2.9	0.1	0.0	-3.6
COc1ccc(-n2nc3c(c2NC(=O)c2ccc(N4C(=O)CCC4=O)cc2)CSC3)cc1	-1.6	1.9	-3.7	5.8	4.6	-4.8	0.0	-22.5
CC1CC(C(O)c2ccccn2)C(=O)C(C(O)c2ccccn2)C1 (stereo not drawn)	-1.7	-6.2	4.6	-8.1	-5.3	-3.4	-0.1	-4.9
Cc1ccccc1-c1nnc(SCC(=O)NC2CCCC2)o1	-3.2	3.5	-20.3	1.6	3.6	0.1	0.5	-17.2
CN1c2ccc(Br)cc2[C@H]2[C@H](CCN2C(=O)c2cccc(F)c2)[C@H]1CO	5.7	-1.2	-14.1	-7.8	-1.9	-15.5	0.1	3.5
COc1cccc(N2C(=NC(=O)CCC3CCCC3)SC3CS(=O)(=O)CC32)c1 (stereo not drawn)	-3.9	·	22.5	2.0	2.4	6.4	-0.1	·
CN(C)C(=O)CSc1ccc(S(=O)(=O)N2CCCC2)cn1	-1.0	3.0	1.3	-4.4	-0.6	-4.3	0.0	-3.3
CCCCNC(=S)N1CCn2cccc2C1c1ccc(F)cc1 (stereo not drawn)	5.8	2.0	8.8	5.4	1.6	-13.0	0.0	-1.4
CN(CC(=O)Nc1ccccc1Cl)C(=O)c1cccc(S(=O)(=O)N2CCN(Cc3ccccc3)CC2)c1	·	1.9	-26.0	3.2	-1.1	27.3	-0.1	26.4
CC(=O)C1=C(c2ccccc2)NC(=O)NC1c1cccs1 (stereo not drawn)	-5.0	-3.1	10.5	6.8	-3.2	11.6	0.0	-13.1
CCCCN(C(=O)c1cc(-c2ccco2)nc2ccccc12)c1c(N)n(CCC)c(=O)[nH]c1=O	-28.3	-4.1	19.7	-0.9	2.2	-4.0	0.1	-4.3
CCNc1nc(NC(C)C)nc(Oc2ccc(=O)n(C)n2)n1	-5.4	-0.9	10.5	-2.2	-2.7	4.6	0.0	3.9
CCN(CCO)C(=O)c1ccc2nc(Cc3cccc(Cl)c3)oc2c1	5.3	1.2	-7.6	-1.9	0.0	6.0	0.0	-15.6
CC(C)[C@H](NC(=O)N1CCn2c1nc1ccccc12)C(=O)N[C@H](Cc1ccccc1)C(=O)O	-5.2	-2.7	·	-7.9	-2.0	·	·	-1.4
COc1cccc(NC(=O)C2(C)CCN2C(=O)CC2CCCC2)c1 (stereo not drawn)	·	7.7	-3.2	11.2	1.8	-7.9	-0.1	0.6
Cc1ccc(-c2ccc([C@H]3[C@H](CO)N4C(=O)CN(C(=O)Nc5ccc(F)cc5)C[C@@H]34)cc2)cc1	·	-1.8	-32.7	6.0	0.0	·	0.2	11.4

Three structures from above, arranged by SMILES length, highest first.
SMILES	ARNT-TACC3 inh	ERp5 inh	INS-1E GSIS act	DENV2 CPE	CFTR F508del cor	PAX8 inh HTS	XiGFP reactiv	EWS-Fli block
CN(CC(=O)Nc1ccccc1Cl)C(=O)c1cccc(S(=O)(=O)N2CCN(Cc3ccccc3)CC2)c1	·	1.9	-26.0	3.2	-1.1	27.3	-0.1	26.4
CC1CC(C(O)c2ccccn2)C(=O)C(C(O)c2ccccn2)C1 (stereo not drawn)	-1.7	-6.2	4.6	-8.1	-5.3	-3.4	-0.1	-4.9
CN(C)C(=O)CSc1ccc(S(=O)(=O)N2CCCC2)cn1	-1.0	3.0	1.3	-4.4	-0.6	-4.3	0.0	-3.3
